Assay outcomes (PubChem)
INS promoter inh – TRM-6 insulin promoter activity inhibition. inhibition, % at 2 µM. AID 1273. TRM-6 cells (human fetal islet line), insulin promoter-eGFP reporter, imaging; reporter expression induced with tamoxifen. actives 0.9% (n = 130,000);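 active means inhibition above the mean plus 3 SD, with well images judged a real hit on visual review, cut at about 60% in these data, passing the limit was not always enough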
sdo1 growth – sdo1-depleted yeast growth rescue; S. cerevisiae sdo1-depleted JHY4D growth rescue, OD600 30 h; hits give high values; pdr5 snq2 efflux-pump mutant strain; z-score at 10 µM; actives 0.21% (n = 140,000); AID 817;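 active means z-score above 3 at both the 24 hr and the 30 hr optical density reads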;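 further: z-score against mean and SD of all compound wells on the same plate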
sdo1 growth Rescue 24 h – further read-out of sdo1 growth, marked with its call; z-score; S. cerevisiae sdo1-depleted JHY4D growth rescue, OD600; measured here: growth rescue at 24 h;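 0 is the plate mean of compound wells and units are plate SD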
* marks the source's active call; other numbers are inactive results; / = no result given; & = joins results of further samples. An excerpt; the hit share may differ from the screen's.

Below each SMILES: INS promoter inh, sdo1 growth, sdo1 growth Rescue 24 h
CC1=CC(C)[C@H](/C=N/n2c(=O)[nH]c3c([nH]c4ccc(C)cc43)c2=O)C(C)C1 (stereo partly specified)
    -30.0, /, /
CCOC(=O)c1cc(-c2ccc(OC)cc2)nc2c1c(C)nn2CCC#N
    -350.0, -1.48, -1.8
Cc1cc(C(=O)N2CCN(S(=O)(=O)c3ccccc3F)CC2)c(C)o1
    38.9, /, /
O=C(Cc1nc(-c2ccc([N+](=O)[O-])cc2)cs1)Nc1ccccc1
    -193.3, -0.15, -0.38
Oc1c(C=NCc2ccccc2)sc2ccccc12
    14.3, /, /
Cc1cc(C)cc(N(C(C)C(=O)Nc2c(C)n(C)n(-c3ccccc3)c2=O)S(C)(=O)=O)c1 (stereo unspecified)
    65.5, 1.32, -0.02
O=C(NC1CCCCC1)NC1CC2CCC(C1)N2Cc1nnnn1Cc1ccc2c(c1)OCO2 (stereo unspecified)
    30.6, 0.07, -0.06
CC(C)c1nnc(NC(=O)CCC(=O)NCC2CCCO2)s1 (stereo unspecified)
    /, 0.72, 0.25
COc1ccc(Cc2c(N)nc(N)nc2N)cc1
    43.3, 0.24, 0.04
CCCn1c(SC(C)C(=O)O)nc2ccccc21 (stereo unspecified)
    66.7, 0.56, 0.13
Cc1cccc(N2CCN(C(=O)COc3ccc4c(c3)CCC4)CC2)c1C
    /, -0.73, -0.84
CCOc1cc(C(=O)Nc2c3c(nn2C(C)(C)C)CS(=O)C3)cc(OCC)c1OCC (stereo unspecified)
    -19.4, -0.35, -1.39
CN(C)/C=N/c1ncc(C(=O)c2ccc(-c3ccccc3)cc2)s1
    0.0, /, /
COc1cc(C2NC(=O)NC(C)=C2C(=O)OCc2ccccc2)ccc1O (stereo unspecified)
    /, 0.87, -0.11
CCOC(=O)/C(=C/c1ccccc1)NC(=O)c1ccco1
    -42.9, 0.88, 0.7
Cc1cc(C)n(C(=O)COc2ccc([N+](=O)[O-])cc2)n1
    -1.6, 0.53, 0.89
COc1cccc(C(=O)Nc2c(F)c(F)c(F)c(F)c2F)c1
    -214.8, 0.47, 0.09
CC1CC1C(=O)Nc1ccc(-c2ccccc2)cc1 (stereo unspecified)
    -24.3, -0.63, -0.64
COc1cc2c(c(OC)c1)C(c1ccncc1)CC(=O)N2 (stereo unspecified)
    -85.7, 1.5, 1.6
N#C/C(=C/c1ccc(-c2ccccc2)o1)c1nc(-c2cccs2)cs1
    -455.6, -0.22, 0.69

Filtered by structure, those above containing four or more nitrogen atoms
Below each SMILES: INS promoter inh, sdo1 growth, sdo1 growth Rescue 24 h
CC1=CC(C)[C@H](/C=N/n2c(=O)[nH]c3c([nH]c4ccc(C)cc43)c2=O)C(C)C1 (stereo partly specified)
    -30.0, /, /
CCOC(=O)c1cc(-c2ccc(OC)cc2)nc2c1c(C)nn2CCC#N
    -350.0, -1.48, -1.8
Cc1cc(C)cc(N(C(C)C(=O)Nc2c(C)n(C)n(-c3ccccc3)c2=O)S(C)(=O)=O)c1 (stereo unspecified)
    65.5, 1.32, -0.02
O=C(NC1CCCCC1)NC1CC2CCC(C1)N2Cc1nnnn1Cc1ccc2c(c1)OCO2 (stereo unspecified)
    30.6, 0.07, -0.06
CC(C)c1nnc(NC(=O)CCC(=O)NCC2CCCO2)s1 (stereo unspecified)
    /, 0.72, 0.25
COc1ccc(Cc2c(N)nc(N)nc2N)cc1
    43.3, 0.24, 0.04

The listing continues.
Below each SMILES: INS promoter inh, sdo1 growth, sdo1 growth Rescue 24 h
CC(C)(C)OC(=O)NCCc1nnc(S(=O)(=O)Cc2ccc(Cl)cc2Cl)o1
    23.1, -2.3, -1.46
CCc1ccc(NC2=NC(C(=O)NC3CCCCC3)CC(=O)N2)cc1 (stereo unspecified)
    -82.3, 1.07, 1.91
Cc1cc2ccccc2c(=O)n1CC(=O)NCC(=O)N1CCN(c2cccc(Cl)c2)CC1
    -71.4, -1.82, -1.39
COC(=O)C1CCN(C(=O)COC(=O)Cn2cnnn2)CC1
    18.2, 0.89, -0.2
COC(=O)c1nnn(-c2ccc(Cl)c(Cl)c2)c1C(=O)OC
    -11.1, /, /
O=C(CN1C(=O)c2ccccc2C1=O)Nc1cccc(S(=O)(=O)Nc2ccccc2Cl)c1
    49.0, -0.45, -0.25
CCOC(=O)c1cc(C(=O)OCC)c2cc(Br)ccc2n1
    38.7, -1.04, -0.18
c1ccc2cc3c(NCCN4CCOCC4)ccnc3cc2c1
    2.8, 0.06, -0.56
CC1(NC(=O)c2cc(S(=O)(=O)N3CCCCC3)ccc2Cl)CCS(=O)(=O)C1 (stereo unspecified)
    -36.2, 0.82, 0.85
COc1ccc(S(=O)(=O)Cc2ccc(C(=O)N3CCN(c4cccc(C)c4C)CC3)o2)cc1
    /, -1.3, -0.76
CC1CCCN(CC(=O)Nc2ccc(S(=O)(=O)N3CCCCC3)cc2)C1 (stereo unspecified)
    -169.0, 0.48, 0.69
CCOc1ccc(NC(=O)N2CCN(c3nc4ccccc4s3)CC2)cc1
    3.5, 0.38, 0.26
CCN(C(=O)C(C)Cl)c1ccccc1 (stereo unspecified)
    12.2, /, /
O=C(CSc1nnc(-c2ccc(S(=O)(=O)N3CCCC3)cc2)o1)N1CCCC1
    -100.0, /, /
COc1ccc(CNC(=O)COC(=O)c2cc(-c3ccco3)nc3ccccc23)cc1
    11.5, -0.28, 1.22
CCCN(CCC)C1Sc2ccc(C(=O)OC)cc2NC1=O (stereo unspecified)
    22.6, -1, -1.73
CC(C)(C)c1ccc(COc2ccsc2C(=O)O)cc1
    -23.1, /, /
Cc1nc(NCCN)c(C#N)c2c1COC(C)(C)C2
    37.0, 1.07, 1.16
O=C(Cc1ccccc1)Nc1cccc(-c2nnc(-c3ccco3)o2)c1
    /, -1.4, -0.98
Cc1ccc(NC(=O)CSc2nc(N)c3c4c(sc3n2)CSC(C)(C)C4)cc1
    -41.4, -1.23, -0.21
CCOCCCNCc1cccc(OC)c1
    /, 1.08, 0.25
CCC(Sc1nc(C)cc(C)n1)C(=O)Nc1ccc(Cl)cn1 (stereo unspecified)
    50.0, -0.64, 0.53
Cn1c(CNc2nc3ccccc3n2C)nc2ccccc21
    -15.8, 1.51, 1.69
CC(C)C(C(=O)Nc1ccccc1)N1C(=O)c2ccccc2C1=O (stereo unspecified)
    /, -0.43, -0.9
COc1cccc(C(=O)CSc2nc3cccnc3n2C)c1
    47.6, -0.53, -0.48
CCN(CC)S(=O)(=O)N1CCN(S(=O)(=O)N2CCOCC2)CC1
    -5.6, /, /
CCCCN(Cc1ccccc1)C(=O)C1CCN(S(=O)(=O)c2c(C)noc2C)CC1
    -20.6, -1.69, -1.2
Cc1ccccc1NC(=O)CSc1nc(N)c(C#N)cc1C#N
    27.6, 1.16, 1.33
CC(C)(C)NC(=O)COC(=O)c1nsc(Cl)c1Cl
    -17.2, 1.15, 0.63
Cc1ccc(C)c2nc(SCC(=O)NCc3cccs3)c(C#N)cc12
    -22.0, -0.07, -0.35
Cc1cc2c(N)cccc2nn1
    8.7, 1.38, 1.08
Cc1cccc2c(CC(=O)Nc3ccccc3)noc12
    46.1, -1.79, -2.61
CCCOc1ccc(-c2nnc(-c3cccs3)o2)cc1
    -100.0, -1.34, 0.76
C=CCn1c(SCC(=O)N2CCc3ccccc3C2)nc2ccccc2c1=O
    10.0, -1.88, -1.95
CCCCCc1nc2ccccc2c(=O)n1N
    /, -1.61, -1.75
CC1(C)Cc2c(sc3ncn4nc(CCC(=O)O)c(=O)nc4c23)CO1
    -8.8, 0.79, 0.34
COC(=O)c1c(N)c(C#N)c2n1CCCCC2
    -28.6, 1.53, 2
COc1cccc(/C=N/NC(=O)CCCC(=O)Nc2ccc(Br)cc2)c1
    -74.2, -0.09, -0.09
COC(=O)C(NS(C)(=O)=O)(c1c(C)[nH]c2ccccc12)C(F)(F)F (stereo unspecified)
    /, 1.14, 0.93
CCOC(=O)c1sc(NC(=O)c2cc3n(n2)C(C(F)(F)F)CC(c2cccs2)N3)c(C(=O)OCC)c1C (stereo unspecified)
    25.8, -0.07, 0.42

Other results
compound | INS promoter inh | sdo1 growth | sdo1 growth Rescue 24 h
COc1cc(NC2c3ccccc3C(=O)N2Cc2ccc3c(c2)OCO3)cc(OC)c1OC (stereo unspecified) | / | 0.88 | 0.75
C/C(Cl)=C/Cn1c(=O)c2c(nc(Br)n2Cc2ccccc2)n(C)c1=O | 23.1 | -1.16 | -0.57
CC(=O)Cc1nsc(NC(=O)c2ccc(-c3cc(C(F)(F)F)ccc3Cl)o2)n1 | 9.2 | -0.9 | 1.35
O=C(NCc1ccccc1)c1cc(-n2cnnc2)ccc1Cl | 6.2 | 1.09 | 1.12
CSc1nc2[nH]c3c(c2c2nncn12)CC(C)(C)OC3 | / | 0.16 | -0.63
O=C(NC(CSCc1ccccc1)C(=O)N/N=C/c1ccc(O)cc1O)c1ccc([N+](=O)[O-])cc1 (stereo unspecified) | -46.4 | 0.32 | 0.19
CC(NC(=O)COc1ncnc2cc([N+](=O)[O-])ccc12)c1ccccc1 (stereo unspecified) | -20.7 | 1.2 | 0.66
CCCCNC(=O)Nc1cc(C(F)(F)F)c[nH]c1=O | / | 1.29 | 1.8
CCn1c2ccccc2c2cc(NC(=O)COc3ccccc3)ccc21 | -6.7 | 0.28 | 1.69
N=c1oc2ccccc2cc1-c1nc(-c2ccccc2)cs1 | / | -1.01 | -0.6
COc1ccccc1CNC(=O)C1CCN(C(=O)N(C)C)CC1 | -23.3 | 0.46 | -0.31
O=C(Nc1ccccc1)c1nnsc1S(=O)c1ccc(Cl)cc1 (stereo unspecified) | 27.6 | -1.98 | -1.54
O=C(C(Cc1ccccc1)n1cccc1)N1CCN(C2CCCCC2)CC1 (stereo unspecified) | / | -0.76 | -1.1
CCC(C)(C)n1nnnc1C(c1cccs1)N1CCN(c2nc3ccccc3s2)CC1 (stereo unspecified) | -8.3 | -1.37 | -0.84
COc1cccc(CC(=O)Nc2nc(-c3cccnc3)cs2)c1 | -14.3 | -0.58 | -2.02
COc1ccc(-c2ccc(C#N)c(SCC(=O)OCc3ccccc3)n2)cc1OC | 0.0 | 0.94&-0.38 | 0.19&-0.98
Cc1ccc(C(=O)NCC(=O)Nc2cccc(S(=O)(=O)NC3=NCCCCC3)c2)cc1C | -21.1 | / | /
O=C(c1ccco1)N1CCN(C(=O)N2c3ccccc3Sc3ccccc32)CC1 | -381.2 | -1.52 | -1.06
CC(=O)Oc1ccc(N2C(=O)CCC2=O)cc1 | / | 0.7 | 0.15
COc1cc2c(C(=O)NCCCOC(C)C)cn(CC(C)C)c(=O)c2cc1OC | / | 0.87 | 0.25
O=C1NC(=O)C(CC(=O)N(Cc2ccco2)C2(C(=O)NC3CCCC3)CCCCC2)N1 (stereo unspecified) | 0.0 | -0.37 | -0.91
CCOC(=O)CNc1ccc(C(=O)OCC)cc1[N+](=O)[O-] | 5.7 | -0.08 | -0.5
O=C(NCc1ccccc1)C(=O)Nc1nc(C23CC4CC(CC(C4)C2)C3)cs1 | / | 0.14 | 0.18
COC(=O)C1SCC2C(=O)N(Cc3cccc(C)c3)CC(=O)N21 (stereo unspecified) | 0.0 | / | /
Cc1ccc(-c2c(C#N)c(N)nc3c2CCCCC3)o1 | / | -1.05 | -1.12
O=C(CC1(O)C(=O)Nc2ccccc21)c1cccc(Br)c1 (stereo unspecified) | 13.3 | 0.8 | 0.78
CCOc1ccc(-c2csc(C3COc4ccccc4O3)n2)cc1 (stereo unspecified) | 6.7 | / | /
Cc1ccc(C(=O)c2coc3ccc(OCC(=O)O)cc23)cc1 | 30.2 | 0.79 | 0.52
C=CCc1ccc(OCCOc2cccc3ccc(C)nc23)c(OC)c1 | -47.2 | -0.91 | -0.78
O=C(CN1C(=O)NC2(CCCCCCC2)C1=O)NCc1cccs1 | / | 0.31 | 0.11
O=c1[nH]cnc2c1nc(SCc1ccccc1)n2C1OC(CO)C(O)C1O (stereo unspecified) | 27.0 | 0.6 | 0.45
CC1Sc2n(c3ccccc3[n+]2C)N=C1c1ccccc1 (stereo unspecified) | 48.1 | -0.29 | 0.19
COc1ccc(-c2ccc(C(=O)O)o2)c([N+](=O)[O-])c1 | -22.2 | / | /
CCOC(=O)Cn1c(=O)oc2cc(S(=O)(=O)Nc3cc(OCC)ccc3OCC)ccc21 | / | -1.37 | -1.17
COc1ccc(CNC(=O)Cn2cnc3c(=O)n(C)c(=O)n(C)c32)cc1 | 6.9 | 0.94 | 0.78
O=C(/C=C/c1ccccc1)N/C(=C/c1ccccc1)C(=O)NCCO | / | -0.34 | 0.17
CCCCCC(=O)NNC1=NCC(Cc2cccc(Cl)c2)S1 (stereo unspecified) | -8.6 | / | /
Cc1ccccc1C(=O)N(Cc1nc2ccccc2c(=O)[nH]1)C1CCCC1 | -5.6 | / | /
CC(C)c1ccc(OCC(=O)NCCO)cc1 | 33.3 | 1.45 | -0.36

Looked up by compound from the list above, 2 records:
compound | INS promoter inh | sdo1 growth | sdo1 growth Rescue 24 h
CC(=O)Cc1nsc(NC(=O)c2ccc(-c3cc(C(F)(F)F)ccc3Cl)o2)n1 | 9.2 | -0.9 | 1.35
N=c1oc2ccccc2cc1-c1nc(-c2ccccc2)cs1 | / | -1.01 | -0.6
